S1P3 antag: S1P3 receptor antagonists, primary screen, cell-based. AID 485, 2006. actives 0.27% (n = 170,000). CHO S1P3 NFAT-BLA reporter, FRET fluorescence, antagonist mode. Sphingosine 1-phosphate receptor 3 (Homo sapiens), Q99500. inhibition, % at 4.98 µM;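 active = inhibition above the plate cutoff, the mean inhibition of test wells on that plate plus 3 SD, cut at about 28% in these data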;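 note: cells challenged with S1P at its EC80 of 0.8 µM; blue over green emission ratio from cleaved BLA substrate after 4 h stimulation; 0% = S1P-stimulated wells and 100% = unstimulated DMSO-only wells; some compounds past the cut are filed as inactive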
PPARg SRC-3 ag: PPARgamma agonists recruiting SRC-3 coactivator, primary screen, biochemical; Peroxisome proliferator-activated receptor gamma (Homo sapiens), P37231; biochemical PPARgamma/SRC-3 coactivator recruitment assay; activation, % at 8 µM; actives 0.26% (n = 200,000); in the data active = activation above about 23%;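 note: 0% = DMSO and 100% = reference agonist; some compounds past the cut are filed as inactive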
Target sequence (P37231 whole entry, looked up): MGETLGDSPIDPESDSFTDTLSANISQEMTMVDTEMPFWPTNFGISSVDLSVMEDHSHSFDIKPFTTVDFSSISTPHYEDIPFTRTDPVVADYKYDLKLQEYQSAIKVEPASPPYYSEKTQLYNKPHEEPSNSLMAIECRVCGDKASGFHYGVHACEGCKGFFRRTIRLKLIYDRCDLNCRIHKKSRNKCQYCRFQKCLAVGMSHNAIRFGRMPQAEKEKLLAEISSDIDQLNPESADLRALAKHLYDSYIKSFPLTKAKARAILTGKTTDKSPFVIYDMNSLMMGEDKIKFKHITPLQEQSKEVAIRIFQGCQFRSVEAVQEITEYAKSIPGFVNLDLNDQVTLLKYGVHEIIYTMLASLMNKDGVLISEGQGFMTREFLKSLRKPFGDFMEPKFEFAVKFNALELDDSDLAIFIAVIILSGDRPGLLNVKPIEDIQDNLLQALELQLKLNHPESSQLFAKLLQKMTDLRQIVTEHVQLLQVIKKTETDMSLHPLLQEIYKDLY
TLR4 MyD88 comp: inhibitors of TLR4-MyD88 association in cells, primary screen, cell-based, HeLa CL3-4, BLA complementation, FRET ratio; HeLa CL3-4 TLR4/MyD88 BLA complementation; inhibition, % at 8.4 µM; actives 0.18% (n = 200,000); in the data active = inhibition above about 25%;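 note: 0% = vehicle and 100% = reference inhibitor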
TR-FRET SRC-2 ct: TR-FRET signal artefacts, primary screen, artefact control for PPARgamma SRC-2 agonist project, biochemical | TR-FRET artefact counter-screen; stronger effect = higher value | TR-FRET ratio at 8 µM | actives 0.4% (n = 200,000) | AID 1049, 2008; in the data active = TR-FRET ratio above about 2000; note: inactives centre near 1500
PPARg SRC-2 ag: agonists of PPARg-SRC-2 recruitment, primary screen, biochemical, HTS; actives 0.34% (n = 200,000); PPARgamma LBD-SRC-2 recruitment; activation, % at 8 µM; AID 1032, 2008; in the data active = activation above about 22%;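 note: 0% = vehicle and 100% = reference agonist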
L major viab: Leishmania major promastigote growth inhibition, primary screen; Leishmania major promastigotes, resazurin fluorescence viability; inhibition, % at 10 µM; actives 9% (n = 200,000); in the data active = inhibition above about 50%;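 note: promastigotes grown with compound for 44 hours at 28 °C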
ROMK mod: ROMK potassium channel modulators, primary screen, cell-based, thallium flux, MLSMR library; actives 2% (n = 130,000); Tet-inducible ROMK, thallium flux fluorescence; actives lie on both sides; B-score at 10 µM; AID 1918, 2009; ATP-sensitive inward rectifier potassium channel 1 (Homo sapiens), P48048;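 active = signal ratio slope over the read window, or its plate-corrected B-score, at least 3 SD from the plate mean, either direction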;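 note: B-score of the F/F0 ratio slope over 7 to 12 s after thallium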
Target sequence (P48048 whole entry, looked up): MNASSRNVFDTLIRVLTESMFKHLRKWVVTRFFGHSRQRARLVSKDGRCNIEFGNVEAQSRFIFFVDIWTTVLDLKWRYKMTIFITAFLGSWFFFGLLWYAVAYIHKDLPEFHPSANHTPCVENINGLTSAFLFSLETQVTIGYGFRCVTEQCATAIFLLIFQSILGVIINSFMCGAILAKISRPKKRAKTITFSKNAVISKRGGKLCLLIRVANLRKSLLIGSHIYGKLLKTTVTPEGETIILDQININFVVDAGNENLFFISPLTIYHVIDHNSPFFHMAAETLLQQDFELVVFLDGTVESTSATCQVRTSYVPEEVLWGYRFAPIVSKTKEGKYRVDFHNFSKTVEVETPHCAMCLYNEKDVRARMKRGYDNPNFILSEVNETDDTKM
Redox H2O2 prof: compounds producing H2O2 with reducing agent – biochemical, NIH compound library profiling, artefact control for MLSCN library redox annotation, primary screen | DTT-dependent redox cycling H2O2, phenol red/HRP absorbance; 100% = 100 µM peroxide control, 0% = buffer | activation, % at 10 µM | actives 0.03% (n = 200,000) | AID 878, 2007;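 active = activation of at least 50% relative to the plate's high and low controls in the primary single-dose screen; inactive = activation below 50%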;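 note: compound incubated with DTT at 0.8 mM final as the reducing agent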
PPARg SRC-1 ag: PPARgamma agonists recruiting SRC-1 coactivator, primary screen, biochemical. Peroxisome proliferator-activated receptor gamma (Homo sapiens), P37231. PPARgamma-SRC-1 coactivator recruitment biochemical assay. activation, % at 8 µM. actives 0.41% (n = 200,000); in the data active = activation above about 19%;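 note: 0% = DMSO and 100% = reference agonist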
bIAP inhibitor: bovine intestinal alkaline phosphatase inhibitors, primary screen, selectivity assay for TNAP inhibitor project, biochemical, bovine IAP, CDP-star luminescence; 190,000 tested, under 10 active; purified bovine IAP, 30 min; inhibition, % at 20 µM; alkaline phosphatase, intestinal [Bos taurus];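 active = over 50% inhibition of intestinal alkaline phosphatase at 20 µM in the single-dose screen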
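test system = bovine IAP enzyme | medium = DEA buffer 100 mM, pH 9.8, with MgCl2 1.0 mM, ZnCl2 0.02 mM | detection = luminescence | dosing = single compound dose of 20 µM, 2% DMSO final | incubation = 30 min reaction at room temperature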
bIAP act: bovine intestinal alkaline phosphatase activators, primary screen, biochemical, bovine IAP, CDP-star luminescence; alkaline phosphatase, intestinal [Bos taurus]; purified bovine IAP, 30 min; stronger effect = higher value; fold of DMSO-control signal, blank-subtracted; activation factor at 20 µM; actives 0.17% (n = 200,000);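 active = activation factor of 2 or more at 20 µM, a signal rise over negative controls twice the positive control's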
* hit, by the source's call; . = not tested or not shown.

#	SMILES	S1P3 antag	PPARg SRC-3 ag	TLR4 MyD88 comp	TR-FRET SRC-2 ct	PPARg SRC-2 ag	L major viab
1	CC(C)OC(=O)CSc1nc(Cc2ccccc2)nc2ccccc12	-3	4	-1	1431	3	13
2	CCN(CCCNc1ncnc2nc[nH]c12)c1cccc(C)c1	2	5	0	1598	0	5
3	O=C(c1cccs1)N(Cc1cccc(Cl)c1)C1CCS(=O)(=O)C1 (stereo not drawn)	-28	-5	7	1639	7	-2
4	O=C(O)c1cc(-c2cccs2)nn1-c1cccc(Cl)c1	-4	4	-5	1488	-4	0
5	Cc1nnc(N/N=C/c2ccccc2O)n1N	-7	2	-5	1667	10	38
6	CCc1nn2c(=O)cc(N3CCN(c4cc(C)nc5ccccc45)CC3)nc2s1	-15	1	-19	1486	-5	-3
7	O=c1c(Cl)c(NCc2ccc(F)cc2Cl)cnn1C12CC3CC(CC(C3)C1)C2	-8	4	2	1625	1	18
8	CC(C)NC(=O)/C(=C\c1cccc([N+](=O)[O-])c1)NC(=O)c1ccccc1	.	9	11	1355	7	-5
9	Cc1cccc(C)c1OCc1nc2ccccc2[nH]1	-8	1	0	1453	-3	10
10	CCC(C)OC(=O)C1C(c2ccccc2)C(C(=O)O)C1c1ccccc1 (stereo not drawn)	.	2	4	1572	6	-11
11	O=C(CCn1cccc1)N1CCc2ccccc21	-27	4	11	1657	3	-12
12	CCCCC1(CC(=O)OCC)C(=O)N(c2ccccc2)N(c2ccccc2)C1=O	-20	4	-12	1505	5	22
13	CC1CCN(S(=O)(=O)c2ccc(S(=O)(=O)NCc3ccco3)cc2)CC1	.	-3	12	1310	-6	-3
14	O=C(CSc1nc2ccccc2c(=O)n1-c1ccc(F)cc1F)c1c[nH]c2ccccc12	-1	-3	-10	1663	7	32
15	Cc1nc2ccccc2c(C)c1C(=O)c1ccc(F)cc1	12	0	-19	1553	7	-4

#	ROMK mod	Redox H2O2 prof	PPARg SRC-1 ag	bIAP inhibitor	bIAP act
1	0.62	-0.7	5	11	0.9
2	.	-3.2	9	-35	1.4
3	.	3.0	4	6	0.9
4	1.3	0.4	6	-8	1.1
5	0.27	-1.5	7	5	0.9
6	0.019	-2.7	-5	10	0.9
7	.	0.0	-6	8	0.9
8	.	0.9	0	0	1
9	1.1	-0.4	3	-3	1
10	-0.079	0.4	0	6	0.9
11	.	-2.4	6	-11	1.1
12	-0.74	-0.8	4	-8	1.1
13	0.39	1.5	-1	9	0.9
14	0.34	0.4	-2	4	1
15	-0.15	-0.2	0	-10	1.1

Further entries:
#	SMILES	S1P3 antag	PPARg SRC-3 ag	TLR4 MyD88 comp	TR-FRET SRC-2 ct	PPARg SRC-2 ag	L major viab
16	Cc1ccc(S(=O)(=O)Oc2ccc(/C=C(/NC(=O)c3ccccc3)C(=O)NCC(=O)O)cc2)cc1	-11	4	3	1772	2	-1
17	O=C(Nc1cccc(Cl)c1Cl)C1CCN(c2ncccn2)CC1	-14	-9	-6	1588	11	0
18	CCOC(=O)c1cc(C)n(Cc2ccccc2)c1C	16	3	-4	1656	10	2
19	Cc1ccccc1NC(=S)N(CCc1c(C)[nH]c2ccc(F)cc12)Cc1ccncc1	26	6	-4	1740	-2	98*
20	Cc1ccc(C(C)C)c(OCCN)c1	12	5	-21	1691	2	7
21	N#C/C(=N\Nc1ccccc1Cl)C(=O)c1ccccc1	.	-3	0	1686	8	0
22	CCC(C)(C)NC(=O)CN(Cc1ccccc1Cl)C(=O)CCC(=O)Nc1cc(C)ccn1	-1	3	11	1668	10	5
23	O=C(NC1CC1)C1CCN(C2CCN(C(=O)Cc3ccc4c(c3)OCO4)CC2)CC1	5	4	3	1550	2	-2
24	Cc1ccccc1CSCc1ccc(C(=O)NCCCN2CCOCC2)o1	-8	-2	0	1319	-7	11
25	Cc1cc(NC(=O)c2noc3c2CCc2ccccc2-3)n(-c2ccccc2)n1	-27	3	0	1382	-1	-3
26	COc1ccc(S(=O)(=O)N(C)C)cc1NC(=O)COC(=O)CC1CCCC1	-18	6	10	1759	-2	0
27	Cc1ccc2[nH]c(=O)c3cc(C(=O)N(C)Cc4ccco4)sc3c2c1	6	4	0	1451	-9	56*
28	C/C(=N/OC(=O)c1c(F)cccc1F)c1nccs1	.	5	-10	1482	5	-6
29	Cc1ccc(NC(=O)COc2ccc(/C=N/NC(=O)CSCc3ccccc3)cc2)cc1	.	11	6	1562	-6	13
30	Cc1ccc(C2CC(C(F)F)n3ncc(C(=O)Nc4c(C)nn(Cc5c(F)cccc5Cl)c4C)c3N2)cc1 (stereo not drawn)	.	4	-4	1570	8	22

#	ROMK mod	Redox H2O2 prof	PPARg SRC-1 ag	bIAP inhibitor	bIAP act
16	0.38	-0.9	15	14	0.9
17	.	0.3	6	4	1
18	-0.0021	0.7	10	7	0.9
19	0.78	-0.6	2	0	1
20	-1	-0.3	-5	-3	1
21	.	-3.6	6	5	0.9
22	-0.39	-0.1	3	-1	1
23	-1.2	-0.1	0	-16	1.2
24	-0.18	-0.2	0	-16	1.2
25	.	-0.5	8	2	1
26	0.65	-0.5	6	-13	1.1
27	.	0.0	-3	4	1
28	.	1.1	4	8	0.9
29	.	1.3	-4	12	0.9
30	.	0.6	1	4	1

Screen by screen, from the results shown:
ROMK mod, entries 12 to 20 → -0.74, 0.39, 0.34, -0.15, 0.38, ., -0.0021, 0.78, -1
PPARg SRC-2 ag, entries 12 to 20 → 5, -6, 7, 7, 2, 11, 10, -2, 2

Following part
#	SMILES	S1P3 antag	PPARg SRC-3 ag	TLR4 MyD88 comp	TR-FRET SRC-2 ct	PPARg SRC-2 ag	L major viab
31	CC(OC(=O)c1cccs1)C(=O)NCc1ccccc1 (stereo not drawn)	-6	-4	7	1462	-8	-3
32	C/C(=N\NC(=O)c1ccccc1F)c1ccc2c(c1)Nc1ccccc1S2	4	0	18	1638	14	41
33	COc1ccc(S(=O)(=O)NCC2CCCN(C(=O)c3cccs3)C2)cc1 (stereo not drawn)	-11	2	-7	1590	6	-1
34	COc1ccc(NC(=O)c2ccc(OC)cc2)cc1	-42	-9	8	1475	-5	-10
35	CC(C)(Oc1ccc(Cl)cc1)C(=O)N(Cc1ccccc1)c1ccccn1	-7	-4	1	1457	-5	87*
36	CS(=O)(=O)N(CC(=O)NCc1ccccc1)Cc1ccc(Cl)cc1	.	2	-2	1508	2	-3
37	COc1ccc(C(=O)Nc2cccnc2)cc1OC	.	6	5	1517	6	0
38	O=C(O)c1cn[nH]c1-n1cnnn1	1	6	-4	1656	12	-7
39	COCCN1C(=O)CC(NNC(=O)c2ccc(S(=O)(=O)N3CCCC3)cc2)C1=O (stereo not drawn)	-18	4	-1	1553	2	-3
40	O=C(NCc1ccccc1)C(=O)NCC(c1ccco1)N1CCOCC1 (stereo not drawn)	-5	-3	5	1514	-2	-7

#	ROMK mod	Redox H2O2 prof	PPARg SRC-1 ag	bIAP inhibitor	bIAP act
31	-0.48	0.0	-2	11	0.9
32	.	1.6	18	9	0.9
33	-0.33	-0.5	-1	-7	1.1
34	.	-0.4	2	8	0.9
35	-2.4	0.2	0	.	0.3
36	.	2.6	3	24	0.8
37	0.58	1.1	1	7	0.9
38	0.0059	-0.6	8	13	0.9
39	-0.42	-1.5	-5	-3	1
40	.	0.4	2	13	0.9

An excerpt from above in order of molecular weight, largest number first.
#	SMILES	S1P3 antag	PPARg SRC-3 ag	TLR4 MyD88 comp	TR-FRET SRC-2 ct	PPARg SRC-2 ag	L major viab
39	COCCN1C(=O)CC(NNC(=O)c2ccc(S(=O)(=O)N3CCCC3)cc2)C1=O (stereo not drawn)	-18	4	-1	1553	2	-3
35	CC(C)(Oc1ccc(Cl)cc1)C(=O)N(Cc1ccccc1)c1ccccn1	-7	-4	1	1457	-5	87*
32	C/C(=N\NC(=O)c1ccccc1F)c1ccc2c(c1)Nc1ccccc1S2	4	0	18	1638	14	41
40	O=C(NCc1ccccc1)C(=O)NCC(c1ccco1)N1CCOCC1 (stereo not drawn)	-5	-3	5	1514	-2	-7
34	COc1ccc(NC(=O)c2ccc(OC)cc2)cc1	-42	-9	8	1475	-5	-10

#	ROMK mod	Redox H2O2 prof	PPARg SRC-1 ag	bIAP inhibitor	bIAP act
39	-0.42	-1.5	-5	-3	1
35	-2.4	0.2	0	.	0.3
32	.	1.6	18	9	0.9
40	.	0.4	2	13	0.9
34	.	-0.4	2	8	0.9

High-throughput results deposited in PubChem BioAssay by several laboratories.
